Compound activity as filed in PubChem BioAssay.
rCAG RNA binder = binders of r(CAG) RNA repeats, primary screen, biochemical, fluorescence. 1.3% of 370,000 active. r(CAG) RNA repeat, TO-PRO-1 dye displacement fluorescence. inhibition, % at 3 µM;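 active = inhibition above the plate cutoff, the mean of all test compounds on that plate plus 3 SD, cut at about 35% in these data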;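 note: 0% = DMSO alone and 100% = 100 µM mitoxantrone as full dye displacement; higher means more dye released from RNA so lower well fluorescence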
SMARCA2 activ = SMARCA2 (BRM) function activators, primary screen, cell-based, luminescence, high throughput; MG213 cells, MMTV-luciferase reporter, dexamethasone, overnight; activation, % at 9.1 µM; 1% of 370,000 active; AID 652017, 2013; in the data active = activation above about 7.8%;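 note: 0% = vehicle wells and 100% = reference activator wells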
mABHD4 FP = ABHD4 inhibitors, primary screen, biochemical, fluorescence polarization, mouse. purified mABHD4, FP-Rh probe fluorescence polarization. inhibition, % at 8.92 µM. 0.54% of 370,000 active. AID 720543, 2013;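 active = inhibition exceeding the mean over every tested compound plus 3 SD, cut at about 30% in these data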;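 note: 0% = plate median of compound wells and 100% = S159A mutant with DMSO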
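Test system: mABHD4 protein; Read-out basis: % inhibition; Incubation: 45 min + 60 min at 25 °C; Repeats: single replicate; Technique: fluorescence polarization with parallel and perpendicular emission, 525/598 nm; Compound: 8.92 µM, single dose; Benchmarks: full inhibition S159A mutant plus DMSO, zero as sample-well median.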
Rev-erbA mod = modulators of Rev-erb alpha DNA binding, primary screen, biochemical, FITC-DNA, fluorescence polarization, uHTS; Nuclear receptor subfamily 1 group D member 1 (Homo sapiens), P20393; Rev-erbα–FITC-DNA binding, 90 min; activity, % at 10 µM; 0.79% of 370,000 active;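 active = activity above about 14%, limit read from the data; passing the limit was not always enough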;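 note: 0% = DMSO wells with 35 nM protein and 100% = DMSO wells with 750 nM protein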
HTRA1 inh = HTRA1 serine protease inhibitors, primary screen, biochemical, fluorescence polarization, HTS; inhibition, % at 5.96 µM; 0.5% of 340,000 active; Q92743; recombinant HTRA1, FP-rhodamine activity-based probe; in the data active = inhibition above about 36%;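 note: 0% = enzyme with DMSO and 100% = wells lacking enzyme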
Target sequence (Q92743 whole entry, looked up): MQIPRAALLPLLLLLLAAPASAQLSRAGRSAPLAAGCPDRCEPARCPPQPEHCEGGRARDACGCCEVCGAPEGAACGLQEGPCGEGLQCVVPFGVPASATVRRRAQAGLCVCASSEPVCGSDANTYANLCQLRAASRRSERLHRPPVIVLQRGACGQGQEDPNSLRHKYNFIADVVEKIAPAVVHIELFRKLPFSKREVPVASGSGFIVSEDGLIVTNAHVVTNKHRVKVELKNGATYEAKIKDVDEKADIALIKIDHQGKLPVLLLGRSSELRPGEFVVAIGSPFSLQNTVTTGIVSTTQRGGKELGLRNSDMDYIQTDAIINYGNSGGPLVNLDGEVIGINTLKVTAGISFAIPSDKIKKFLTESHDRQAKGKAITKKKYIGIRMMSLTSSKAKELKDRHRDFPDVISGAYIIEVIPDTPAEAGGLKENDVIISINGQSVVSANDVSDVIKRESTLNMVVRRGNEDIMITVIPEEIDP
PG9 binder = binders of HIV-1 gp120 antibody PG9, primary screen, biochemical, TR-FRET | HIV-1 gp120 / PG9 antibody interaction | TR-FRET gp120-PG9 antibody binding | inhibition, % at 6.7 µM | 0.43% of 360,000 active | AID 624416, 2012; in the data active = inhibition above about 8.5%
ARFGAP1 inh = inhibitors of rat ARFGAP1 GAP activity, primary screen, biochemical, fluorescence polarization, GDP tracer; AID 651572, 2012; Arfgap1-stimulated ARF1 GTP hydrolysis, GDP FP detection; 0.26% of 360,000 active; ADP-ribosylation factor GTPase-activating protein 1 (Rattus norvegicus), Q62848; inhibition, % at 16.5 µM;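 active = inhibition above a per-plate limit, mean inhibition of low control wells plus 3 SD, cut at about 25% in these data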;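 note: 0% = DMSO wells with enzyme and 100% = wells lacking Arfgap1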
Target sequence (Q62848 1-136 limits assumed): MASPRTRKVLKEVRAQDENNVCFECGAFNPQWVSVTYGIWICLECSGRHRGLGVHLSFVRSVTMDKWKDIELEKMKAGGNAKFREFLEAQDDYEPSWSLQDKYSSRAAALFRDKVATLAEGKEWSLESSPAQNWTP
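Repeats: one replicate per compound; assay system: rat Arfgap1 catalytic domain, aa 1-136; times: enzyme reaction 120 min at 25 °C after 20 min preincubation; detection: FP of antibody-bound GDP Alexa 633 tracer, ex 620/em 688 nm; benchmarks: high control wells lacking Arfgap1, low control full reaction with DMSO; reagent: human ARF1(Δ1-17)-GTP substrate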
ASAP1 GAP inh = inhibitors of human ASAP1 ArfGAP activity, primary screen, biochemical, fluorescence polarization | Arf-GAP with SH3 domain, ANK repeat and PH domain-containing protein 1 (Homo sapiens), … | ASAP1-stimulated ARF1 GTP hydrolysis, GDP FP detection | 0.19% of 360,000 active | inhibition, % at 16.5 µM | AID 624377, 2012; in the data active = inhibition above about 25%;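 note: 0% = vehicle with enzyme and substrate and 100% = no enzyme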
Target sequence (Q9ULH1 325-724 limits assumed): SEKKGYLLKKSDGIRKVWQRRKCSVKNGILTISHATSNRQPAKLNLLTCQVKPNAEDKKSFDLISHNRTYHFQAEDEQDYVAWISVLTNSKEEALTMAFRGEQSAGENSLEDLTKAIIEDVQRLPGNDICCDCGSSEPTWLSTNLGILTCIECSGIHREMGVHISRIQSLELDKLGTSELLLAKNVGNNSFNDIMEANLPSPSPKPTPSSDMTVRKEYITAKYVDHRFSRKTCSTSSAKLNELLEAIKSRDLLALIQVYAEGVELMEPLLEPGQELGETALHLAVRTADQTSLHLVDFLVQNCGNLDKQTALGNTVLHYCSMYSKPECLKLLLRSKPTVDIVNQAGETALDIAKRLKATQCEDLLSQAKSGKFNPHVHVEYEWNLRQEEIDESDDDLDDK
NPR2 activator = human GC-B receptor activators, primary screen, HEK293 GC-B cells, cGMP TR-FRET, EC30 CNP; Atrial natriuretic peptide receptor 2 (Homo sapiens), P20594; 0% at EC30 CNP, 100% saturating CNP; activation, % at 10 µM; 0.11% of 370,000 active;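 active = activation at 10 µM reaching about 35% in either raw or pattern-adjusted values, limit read from the data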
NPR1 activator = GC-A stimulated cGMP production enhancers – HEK293 GC-A cells, cGMP TR-FRET, EC30 ANP, primary screen. Atrial natriuretic peptide receptor 1 (Homo sapiens), P16066. 0% at EC30 ANP, 100% saturating ANP. activation, % at 10 µM. 0.14% of 370,000 active. AID 1671463, 2021; in the data active = activation above about 40%
* = called active by the depositor; / = not tested or not shown.

item	Compound	PG9 binder	HTRA1 inh	ASAP1 GAP inh	ARFGAP1 inh	rCAG RNA binder	SMARCA2 activ	NPR1 activator	NPR2 activator	Rev-erbA mod	mABHD4 FP
1	CCOC(=O)C(CCCCOc1cccc(CC)c1)C(=O)OCC	0.6	-3.5	-3.5	-4.4	-8.2	-1.3	-1.4	4.3	2.3	-11.6
2	COc1ccc(C(C)NC(=S)NCc2ccc(F)cc2)cc1OC (configuration not stated)	-3.4	1.4	-0.6	-4.0	0.0	-2.9	-2.1	2.0	3.7	-10.3
3	Nc1nonc1-n1nnc(C(=O)N/N=C/c2cccnc2)c1CSc1ccc(Cl)cc1	-2.2	-28.8	-12.8	-9.2	-2.5	-3.1	-1.0	-4.0	-6.2	-1.9
4	COc1ccc(C(=O)NCCc2nnc(SCC(=O)Nc3ccccc3F)n2C)cc1	0.6	6.6	2.2	3.0	-3.5	-2.2	-4.9	1.6	-1.9	0.4
5	COC(=O)C1CCN(C(=O)CCC2CCCCC2)CC1	-1.7	2.3	0.4	6.3	-9.8	-0.1	0.5	-1.8	0.4	5.2
6	O=S(=O)(c1cccc(-c2cn3ccccc3n2)c1)N1CCCC1	-0.4	-0.3	2.2	3.5	-0.3	-1.3	3.2	4.3	-2.4	7.9
7	CCCCCN(C(=O)CCC(=O)OCc1cccc(F)c1)c1c(N)n(CCCC)c(=O)[nH]c1=O	1.5	-1.2	6.2	13.7	-7.0	-3.4	-0.2	4.0	0.2	-4.5
8	CN(C(=S)Nc1ccc(F)cc1)C1(c2ccccc2Cl)CCCCC1=O (configuration not stated)	-0.5	-11.4	3.5	-16.2	4.8	-2.8	-4.5	1.2	8.9	-0.1
9	OCn1ncn(-c2ccccc2)c1=S	-0.8	-5.5	-6.0	0.6	1.3	-2.0	1.0	8.0	-2.9	-0.9
10	Cc1cc(N)ccc1-c1cc2ccccc2oc1=O	-3.0	0.6	-15.6	6.0	0.3	-0.7	4.1	2.1	-1.8	-4.6
11	Cc1cc(C(=O)NCc2cccs2)nn1C	0.4	0.6	5.8	12.6	-3.0	-4.0	-3.7	2.2	-7.6	0.8
12	O=C(CCn1c(=O)sc2ccccc21)NCc1ccco1	0.4	-5.9	-19.0	-1.3	-1.6	-0.3	-6.0	1.6	3.3	0.1
13	O=C(Oc1ccccc1)c1ccccc1	-0.2	2.7	-7.5	-8.5	0.7	3.4	1.4	-3.9	-2.2	0.8
14	Cc1cc(C(=O)N/N=C/C=C/c2ccccc2)c(C)o1	-2.6	-1.3	2.2	-8.8	-1.7	-2.1	-1.0	3.0	0.9	-3.9
15	c1ccc2c(c1)C(=Nn1cnnc1)c1ccccc1-2	-1.9	3.0	-7.4	1.7	0.6	-1.8	0.3	0.2	-4.2	2.6

Grouped by structure, the entries above with a furan ring, fused or not.
item	Compound	PG9 binder	HTRA1 inh	ASAP1 GAP inh	ARFGAP1 inh	rCAG RNA binder	SMARCA2 activ	NPR1 activator	NPR2 activator	Rev-erbA mod	mABHD4 FP
12	O=C(CCn1c(=O)sc2ccccc21)NCc1ccco1	0.4	-5.9	-19.0	-1.3	-1.6	-0.3	-6.0	1.6	3.3	0.1
14	Cc1cc(C(=O)N/N=C/C=C/c2ccccc2)c(C)o1	-2.6	-1.3	2.2	-8.8	-1.7	-2.1	-1.0	3.0	0.9	-3.9

Later entries
item	Compound	PG9 binder	HTRA1 inh	ASAP1 GAP inh	ARFGAP1 inh	rCAG RNA binder	SMARCA2 activ	NPR1 activator	NPR2 activator	Rev-erbA mod	mABHD4 FP
16	CCN1CCCSC1=S	1.2	/	-6.6	-2.2	-1.3	0.4	-3.5	3.2	-1.3	-2.0
17	CN(CCc1ccccn1)C(=O)c1ccc(OC2CCN(CCc3ccccc3)CC2)cc1	-0.7	3.5	13.2	5.6	-12.4	1.6	4.2	-4.6	5.8	2.9
18	CC(Sc1ccsc1[N+](=O)[O-])C(=O)NCCc1ccc(Cl)cc1 (configuration not stated)	-0.1	-8.3	-13.1	-5.6	1.8	-0.6	-9.1	-7.1	2.5	-0.3
19	O=C(COc1ccccc1[N+](=O)[O-])N(C1CCCCC1)C1CCS(=O)(=O)C1 (configuration not stated)	-0.3	6.2	3.3	-11.3	1.8	-3.5	2.8	0.7	2.1	-5.4
20	O=C(NNc1nc2cc3c(cc2s1)OCO3)c1cccc(F)c1	-1.7	17.1	4.6	11.4	11.0	4.4	-2.7	-4.4	-7.8	20.4
21	COc1ccc(NC(=O)CN(C)C(=O)/C=C/c2cn(Cc3ccccc3)nc2-c2cccnc2)cc1	1.6	-5.1	5.4	4.8	-5.6	-1.3	-2.1	3.8	-2.6	-3.1
22	CCCCn1nnc(NC(=S)NC(=O)c2cccs2)n1	0.5	-1.9	0.8	-1.9	5.7	1.6	0.1	-1.7	-2.0	-4.2
23	CC(C(=O)Nc1cc([N+](=O)[O-])ccc1Cl)N1CCN(c2ccccc2)CC1 (configuration not stated)	0.4	6.8	7.8	0.4	-3.3	-1.9	2.8	-6.9	-8.9	-1.8
24	Cc1cccc(C(=O)NC2CCN(CC(=O)Nc3cccc(Cl)c3)CC2)c1	1.2	-12.3	7.3	10.9	1.9	-6.1	-0.1	1.4	5.2	-4.0
25	Cc1occc1C(=O)NNC(=O)Nc1ccc(Cl)c(Cl)c1	-1.2	-5.7	0.9	5.9	-2.6	-0.9	1.0	1.2	3.0	-5.8
26	N#Cc1ccc(CO/N=C/c2ccccc2)cc1	-2.2	2.0	1.8	-4.2	-1.1	-4.0	2.9	0.8	-3.7	-7.4
27	CC1CCCCN1S(=O)(=O)c1ccc(-n2cnnn2)cc1 (configuration not stated)	0.7	-3.0	1.9	15.9	2.4	-1.7	0.4	0.0	4.5	4.4
28	Cc1ccc(S(=O)(=O)N/N=C/c2cccc(OC3CSC3)c2)cc1	-2.8	-7.5	-3.2	1.0	18.8	2.6	0.3	1.8	-7.8	-13.7
29	Cc1oc(-c2ccccc2)nc1C(=O)N1CCN(c2ccc(F)cc2)CC1	-0.9	-0.4	1.8	10.7	-7.5	4.6	0.8	-8.0	-2.5	0.0
30	Cc1cc2ccccc2c(=O)n1CC(=O)NCC(=O)N(C)C1CCCCC1	0.7	-1.4	2.5	8.4	-1.2	-0.5	-2.0	1.8	1.9	2.0
31	N=C1SC(CC(=O)Nc2ccc([N+](=O)[O-])cc2)C(=O)N1c1ccccc1 (configuration not stated)	0.9	/	5.5	0.6	8.7	1.4	-4.3	-12.7	3.6	-14.6
32	CC(C)C[C@@H](CN)NC(=O)c1nc[nH]c1C(=O)N[C@@H](C)C(=O)CNC[C@H](CC(C)C)NC(=O)c1nc[nH]c1C(=O)N[C@@H](CC(=O)O)C(=O)O	-0.3	1.7	-13.5	7.8	3.5	-2.2	2.9	-1.8	6.4	12.2
33	OC(c1ccccc1)(c1ccccc1)C1CCN(CCCOc2cccnc2)CC1	-2.9	/	-15.6	0.3	1.4	-4.9	-1.6	-2.8	-1.8	7.6
34	C[C@@H](O)CC#Cc1ccc2oc(=O)c(-n3cc(-c4ccsc4)nn3)cc2c1	2.0	-7.3	9.5	12.1	7.8	0.2	-0.6	0.2	-0.2	1.5
35	COC(=O)c1nc(NC(=O)c2ccc(F)cc2)n[nH]1	-0.9	4.0	-7.8	0.7	3.1	-2.5	9.6	3.1	7.3	3.4
36	O=C(CSc1nnc(-c2ccco2)o1)NCC(=O)c1ccccc1	-1.7	-9.6	-3.5	-4.9	5.7	-3.1	-1.4	-0.1	-2.9	-4.7
37	O=C(N/N=C/c1cccnc1)C1CCCN(S(=O)(=O)c2ccccc2)C1 (configuration not stated)	1.2	-2.0	15.7	-7.2	1.9	-1.3	1.6	-5.7	0.5	-7.0
38	CCN(C(=O)COC(=O)c1c2c(nc3ccccc13)CCC2)c1c(N)n(Cc2ccccc2)c(=O)[nH]c1=O	-1.8	-2.3	-3.8	-3.3	12.2	-2.1	1.6	4.6	-5.7	3.0
39	CCCCn1nnnc1SCC(=O)Nc1ccc(C)cc1	1.0	-5.2	4.3	-5.6	-3.5	-0.6	4.6	1.4	1.0	1.2
40	Cc1ccc(N2C(=O)CC(NCC3CCCO3)C2=O)cc1 (configuration not stated)	1.4	-5.2	10.4	-2.3	-0.9	-3.0	0.6	2.3	-1.7	-2.1
41	COc1cccc(/C=N/N2CCN(c3ccncc3S(=O)(=O)N3CCCCC3)CC2)c1	1.0	-0.5	-8.8	-2.7	1.5	-0.7	-0.3	-2.9	0.0	1.7
42	CN1CCN(C(c2ccccn2)c2cc(Cl)c3cccnc3c2O)CC1 (configuration not stated)	1.5	39.4*	-9.0	-13.3	2.2	-1.9	-5.7	-7.2	-4.8	10.7
43	Cc1sc2nc(CN(C(=O)NC3CCCCC3)C3CCCCC3)[nH]c(=O)c2c1C	-1.8	-2.6	-1.1	-5.3	-1.4	-2.6	-2.9	-4.6	15.9	2.3
44	COc1cccc(S(=O)(=O)N(C)C[C@@H]2Oc3ncc(C#CCN(C)C)cc3C(=O)N([C@H](C)CO)C[C@H]2C)c1	-1.3	1.2	-9.4	9.6	5.5	-2.8	2.0	6.0	-4.8	-2.6
45	COc1ccc(S(=O)(=O)N2CCCCCC2)cc1C(=O)Nc1ccccn1	0.5	-2.2	5.5	9.7	-0.1	4.2	3.2	1.1	46.5*	-2.1
46	Cc1ccc(C(=O)N2CCN(c3nc4ccccc4n3C)CC2)cc1	-2.1	-1.9	-1.1	-6.5	-7.8	2.7	-7.0	-2.7	-7.2	2.9
47	CCOC(=O)c1cc(-c2ccc(N3CCOCC3)cc2)nn1-c1ccccc1C(=O)O	-1.3	1.4	-10.8	-5.0	10.1	-1.2	0.9	2.4	-2.6	0.4
48	N#Cc1cccc(C2CC(OCCF)=CC(=O)O2)c1 (configuration not stated)	-2.5	/	-13.3	-5.8	1.4	-3.7	-1.4	-4.8	0.1	-10.9
49	O=C(Nc1cccc(-c2cccc(Cl)c2)c1)C1CCN(Cc2ccon2)CC1	0.7	-27.9	-4.2	-0.8	-2.0	-2.5	9.4	2.4	-4.7	-10.6
50	O=C(c1ccc2ncsc2c1)N1CCCC(C(F)(F)F)C1 (configuration not stated)	0.2	1.7	13.7	3.1	-3.4	-0.5	1.1	3.0	-0.8	-14.0
51	O=C(NCCNC(=O)c1ccccc1[N+](=O)[O-])c1ccccc1[N+](=O)[O-]	-2.4	6.8	10.1	2.0	-0.4	0.9	6.0	-0.2	2.5	4.1
52	Cc1ccc(C(=O)C(NC(=O)c2ccco2)N2CCOCC2)cc1 (configuration not stated)	-1.7	-0.9	4.8	5.8	1.6	3.8	-0.9	-2.1	-4.3	-0.3
